CHRM5 antagonist: blocks acetylcholine activation of human M5 receptor; P08912; CHO-hM5 cells, Fluo-8 calcium fluorescence, ACh EC80; inhibition, % at 3 µM; actives 0.59% (n = 360,000);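 active means inhibition above a per-plate cutoff, the mean of that plate's test compounds plus 3 SD, cut at about 27% in these data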;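 further: 0% = acetylcholine EC80 with DMSO and 100% = DMSO without agonist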
Target sequence (P08912 whole entry, looked up): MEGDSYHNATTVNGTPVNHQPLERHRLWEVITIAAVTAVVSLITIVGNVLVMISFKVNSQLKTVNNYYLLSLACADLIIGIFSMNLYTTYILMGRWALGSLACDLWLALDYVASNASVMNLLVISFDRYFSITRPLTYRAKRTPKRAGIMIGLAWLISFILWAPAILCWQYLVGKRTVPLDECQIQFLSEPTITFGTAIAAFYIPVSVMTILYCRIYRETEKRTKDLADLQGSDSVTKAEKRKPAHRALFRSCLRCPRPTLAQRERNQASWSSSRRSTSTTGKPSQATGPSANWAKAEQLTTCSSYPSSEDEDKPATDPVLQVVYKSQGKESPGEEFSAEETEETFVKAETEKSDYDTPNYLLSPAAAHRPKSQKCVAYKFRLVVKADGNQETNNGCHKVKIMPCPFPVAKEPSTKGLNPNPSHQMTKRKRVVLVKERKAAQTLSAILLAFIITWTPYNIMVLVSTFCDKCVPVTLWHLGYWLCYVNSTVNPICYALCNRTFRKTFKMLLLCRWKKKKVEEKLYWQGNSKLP
CHO-K1 Ca ag: M1 agonist counterscreen hit in parental CHO-K1 cells; Fluo-8 calcium fluorescence; scaled to maximal ATP response, vehicle zero; activation, % at 3 µM; actives 0.48% (n = 360,000); AID 602248; in the data active means activation above about 15%;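 further: untransfected CHO-K1 host cells lacking M1 receptor as counterscreen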
CHRM4 antagonist: antagonists of human muscarinic M4 receptor (CHRM4) | inhibition, % at 3 µM | CHO-hM4 cells, ACh EC80, Fluo-8 calcium fluorescence | AID 624125 | P08173 | actives 0.73% (n = 360,000);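 active means inhibition above its plate's cutoff, the mean inhibition of sample wells plus 3 SD, cut at about 27% in these data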;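 further: 0% = acetylcholine EC80 with DMSO and 100% = DMSO without agonist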
Target sequence (P08173 whole entry, looked up): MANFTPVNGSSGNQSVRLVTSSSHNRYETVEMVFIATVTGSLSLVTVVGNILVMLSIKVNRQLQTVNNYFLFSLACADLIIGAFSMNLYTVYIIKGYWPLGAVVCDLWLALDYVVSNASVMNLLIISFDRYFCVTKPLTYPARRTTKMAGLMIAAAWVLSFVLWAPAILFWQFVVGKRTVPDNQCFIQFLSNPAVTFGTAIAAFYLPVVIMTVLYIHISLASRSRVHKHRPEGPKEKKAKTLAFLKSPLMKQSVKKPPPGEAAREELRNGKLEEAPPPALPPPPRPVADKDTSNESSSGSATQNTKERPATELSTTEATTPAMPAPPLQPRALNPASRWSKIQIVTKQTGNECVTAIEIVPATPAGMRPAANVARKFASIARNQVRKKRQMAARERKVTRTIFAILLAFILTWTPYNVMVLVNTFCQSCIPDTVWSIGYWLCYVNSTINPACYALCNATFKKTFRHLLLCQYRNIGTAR
CHRM5 PAM: potentiates acetylcholine response at human M5 receptor. CHO-K1 hM5, Fluo-8 calcium, ACh EC20 PAM; 0% = ACh EC20, 100% = ACh EC100. activation, % at 3 µM. actives 0.3% (n = 360,000);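 active means activation above the run cutoff, the mean activation of all test compounds plus 3 SD, cut at about 18% in these data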
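system = human M5 receptor in CHO-K1 cells | compound = one concentration, 3 µM final (nominal) | schedule = Post-acetylcholine fluorescence recording 140 s | signal = Fluo-8 calcium dye fluorescence, kinetic read | benchmarks = low control EC20 acetylcholine (0%), high control EC100 acetylcholine (100%) | repeats = singlicate, one well per test compound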
M5 ag: agonists of human muscarinic M5 receptor (CHRM5). P08912. CHO-K1 hM5 cells, Fluo-8 calcium fluorescence; 0% DMSO wells, 100% maximal acetylcholine response. activation, % at 3 µM. actives 0.19% (n = 360,000);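 active means activation above the run's mean over test compounds plus 3 SD, cut at about 23% in these data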;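 further: signal is peak over basal fluorescence ratio across the kinetic read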
CHRM4 PAM: positive allosteric modulators of human muscarinic M4 receptor | P08173 | CHO-K1 hM4/Gqi5, Fluo-8 calcium fluorescence, ACh EC20; 0% = ACh EC20, 100% = maximal ACh | activation, % at 3 µM | actives 0.4% (n = 360,000) | AID 624126;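 active means activation above its plate's cutoff, the mean activation of sample wells plus 3 SD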; further: some results filed as inactive read as strong as hits
M4 ag: agonists of human muscarinic M4 receptor (CHRM4). P08173. CHO-K1 hM4/Gqi5, Fluo-8 calcium fluorescence; vehicle 0%, full acetylcholine response 100%. activation, % at 3 µM. actives 0.14% (n = 360,000). AID 624127;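 active means activation above the run mean over all test wells plus 3 SD, cut at about 32% in these data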;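 further: peak over basal fluorescence ratio per well then scaled between controls; 0% = DMSO wells and 100% = acetylcholine at EC100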
M1 PAM parental: counter-screen for M1 PAMs: effect in parental CHO-K1 cells; actives 0.02% (n = 360,000); activation, % at 3 µM; ATP EC20, Fluo-8 calcium fluorescence; 0% at ATP EC20, 100% at ATP max;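 active means activation above the run cutoff, the mean activation of all test compounds plus 3 SD, cut at about 40% in these data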;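 further: peak over basal fluorescence ratio in a 140 s read after ATP addition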
CHO-K1 Ca antag: M1 antagonist counterscreen hit in parental CHO-K1 cells | ATP-induced calcium, Fluo-8 fluorescence | actives 0.6% (n = 360,000) | inhibition, % at 3 µM;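 active means inhibition above a per-plate cutoff, the plate's mean sample inhibition plus 3 SD, cut at about 24% in these data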;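 further: 0% = DMSO plus EC80 ATP and 100% = DMSO alone without ATP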
Starred values were filed as active, the others as inactive.

SMILES | CHRM5 antagonist | CHO-K1 Ca ag | CHRM4 antagonist | CHRM5 PAM | M5 ag | CHRM4 PAM | M4 ag | M1 PAM parental | CHO-K1 Ca antag
CCn1c(C)c(C(C)=O)c(N2CCC(C(N)=O)CC2)nc1=S | 15 | 1.8 | -6 | -7 | 0 | 3 | 1 | 15 | -6
Cc1cc(NC(=O)CSc2ncnc3sccc23)no1 | -1 | 0.3 | 3 | 11 | 4 | 16 | 1 | -1 | -6
O=C(c1nnc(Cc2ccc(Cl)cc2)o1)N1CCOCC1 | -3 | 0.9 | -11 | -2 | -1 | 5 | 2 | 23 | -8
CN(C)/C=C1/NC(=S)NC1=O | 1 | 0.1 | -22 | 2 | 5 | -3 | 1 | 3 | -7
CCCN(Cc1cc2ccc(C)cc2[nH]c1=O)C(=O)c1cccnc1 | -6 | 0.1 | 2 | 7 | 0 | -3 | 0 | 12 | -11
COc1ccc(C(=O)NNC(=O)CCn2nnc(-c3ccc(Cl)cc3)n2)cc1OC | -1 | 1.9 | -11 | -1 | 0 | 6 | 3 | 8 | 1
COc1cc(CCC(=O)Nc2ncc(C)s2)cc(OC)c1OC | 11 | 0.3 | 2 | -3 | -1 | -12 | 2 | -26 | -9
CC1CN(CC(=O)Nc2nc3ccccc3s2)CC(C)O1 (centres undefined) | 12 | 1.5 | -1 | 0 | -1 | -2 | 1 | 19 | -7
CCOC(=O)c1cc(OCC(=O)NC(C)C(C)C)cc(C(=O)OCC)c1 (centres undefined) | -6 | -0.2 | -13 | 3 | -2 | 9 | 0 | 10 | -11
Cc1onc(C(=O)NN)c1C(=O)N1CCN(C(c2ccccc2)c2ccccc2)CC1 | 1 | 1.1 | 9 | -13 | -10 | -16 | 1 | 20 | -2
O=C(CSCc1cc(=O)n2nc(C3CC3)sc2n1)Nc1ccccc1Cl | -3 | 1.3 | -4 | 7 | -1 | -3 | 1 | 26 | -14
NC(=O)[C@H]1CC2(CC(c3cccc(NC(=O)COc4ccc(Cl)cc4)c3)=NO2)CN1C(=O)CC(c1ccccc1)c1ccccc1 (some centres undefined) | -6 | 0.4 | 8 | 11 | 8 | 17 | 5 | 11 | 6
CC(OC(=O)c1ccccc1NCCO)C(=O)Nc1ccnn1C(C)C (centres undefined) | 15 | 0.4 | 4 | -7 | 1 | -3 | 1 | -4 | -6
O=C(Nc1nnc(C2CC2)s1)c1ccc(Cl)c(S(=O)(=O)N2CCc3ccccc3C2)c1 | 10 | 5.4 | 0 | -12 | 2 | -6 | 6 | 6 | -4
NCCCC[C@@H]1NC(=O)[C@H](CCC(=O)O)NC(=O)c2cc([N+](=O)[O-])cc(I)c2NCC[C@@H](C(N)=O)NC1=O | 4 | -0.1 | 1 | -1 | 0 | 8 | 1 | -5 | 10
O=C(O)C1=C[C@@H](c2csc3ccccc23)C[C@@H](OCc2ccc(CO)cc2)O1 | -1 | 0.4 | -21 | 17 | -6 | 14 | 1 | 11 | -16
O=C1C2Sc3[nH]c(=O)sc3C(c3ccccc3)C2C(=O)N1c1ccccc1 (centres undefined) | -1 | 2.2 | 4 | 5 | 4 | 4 | 3 | 8 | -3
O=C1Nc2ccccc2/C1=C\c1cccn1-c1ccc(OC(F)(F)F)cc1 | -1 | -0.3 | 3 | -3 | -2 | -12 | -2 | 11 | -9
COc1cc(NC(=O)CSc2nc(C3CC3)nc3ccccc23)cc(OC)c1 | 8 | 1.2 | 8 | 6 | 0 | -4 | 1 | -13 | -4
C=CCSc1nc2ccccc2n1C(=O)/C=C/c1cc(OC)c(OC)c(OC)c1 | 9 | 1.7 | 1 | -1 | -2 | -12 | 0 | 25 | -10

9 entries out of the list, ordered by SMILES length, high to low:
SMILES | CHRM5 antagonist | CHO-K1 Ca ag | CHRM4 antagonist | CHRM5 PAM | M5 ag | CHRM4 PAM | M4 ag | M1 PAM parental | CHO-K1 Ca antag
NCCCC[C@@H]1NC(=O)[C@H](CCC(=O)O)NC(=O)c2cc([N+](=O)[O-])cc(I)c2NCC[C@@H](C(N)=O)NC1=O | 4 | -0.1 | 1 | -1 | 0 | 8 | 1 | -5 | 10
Cc1onc(C(=O)NN)c1C(=O)N1CCN(C(c2ccccc2)c2ccccc2)CC1 | 1 | 1.1 | 9 | -13 | -10 | -16 | 1 | 20 | -2
COc1cc(NC(=O)CSc2nc(C3CC3)nc3ccccc23)cc(OC)c1 | 8 | 1.2 | 8 | 6 | 0 | -4 | 1 | -13 | -4
O=C(CSCc1cc(=O)n2nc(C3CC3)sc2n1)Nc1ccccc1Cl | -3 | 1.3 | -4 | 7 | -1 | -3 | 1 | 26 | -14
CCCN(Cc1cc2ccc(C)cc2[nH]c1=O)C(=O)c1cccnc1 | -6 | 0.1 | 2 | 7 | 0 | -3 | 0 | 12 | -11
CC(OC(=O)c1ccccc1NCCO)C(=O)Nc1ccnn1C(C)C (centres undefined) | 15 | 0.4 | 4 | -7 | 1 | -3 | 1 | -4 | -6
O=C(c1nnc(Cc2ccc(Cl)cc2)o1)N1CCOCC1 | -3 | 0.9 | -11 | -2 | -1 | 5 | 2 | 23 | -8
CC1CN(CC(=O)Nc2nc3ccccc3s2)CC(C)O1 (centres undefined) | 12 | 1.5 | -1 | 0 | -1 | -2 | 1 | 19 | -7
Cc1cc(NC(=O)CSc2ncnc3sccc23)no1 | -1 | 0.3 | 3 | 11 | 4 | 16 | 1 | -1 | -6

Further results
SMILES | CHRM5 antagonist | CHO-K1 Ca ag | CHRM4 antagonist | CHRM5 PAM | M5 ag | CHRM4 PAM | M4 ag | M1 PAM parental | CHO-K1 Ca antag
O=c1[nH]c(/C(=N\O)c2ccccc2)no1 | -7 | 0.3 | 4 | 5 | 0 | -1 | 0 | 15 | -7
O=C(NCCCN1CCOCC1)C(=O)NCC1OCCCN1S(=O)(=O)c1cc(F)ccc1F (centres undefined) | -6 | 0.1 | -22 | 4 | -4 | 11 | 2 | -2 | -4
CC(=O)Nc1cccc(C(=O)Nc2cc(C(F)(F)F)ccc2-n2cncn2)c1 | 4 | 1.7 | 2 | -9 | 0 | -7 | 7 | -2 | 14
O=C(NCc1ccc(F)cc1F)Nc1cnccc1C(F)(F)F | 2 | 0.3 | -3 | -7 | -4 | 9 | 1 | -12 | 3
CC(OC(=O)Cc1n[nH]c(=O)c2ccccc12)C(=O)Nc1ccc(S(N)(=O)=O)cc1 (centres undefined) | 5 | 0.2 | 6 | -5 | -1 | -2 | 1 | 2 | 0
Cc1ccc(C(=O)N[C@H](C(=O)OCC(=O)Nc2cccc(S(N)(=O)=O)c2)C(C)C)cc1 | 7 | 1.0 | 2 | -7 | 1 | -11 | 4 | -3 | -9
COC(=O)/C=C/c1c(C)nc(NCc2ccccc2)nc1Cl | 18 | 1.1 | 6 | -5 | 0 | -9 | 2 | -4 | -11
Cc1ccc(S(=O)(=O)N(C)C[C@H]2OCc3cnnn3CCCC(=O)N([C@@H](C)CO)C[C@H]2C)cc1 | -11 | 0.4 | -11 | 4 | 0 | -2 | 0 | 9 | -3
Cc1cccc(NC(=O)/C=C/c2cccs2)n1 | 22 | 0.2 | -7 | -10 | -3 | 8 | 2 | 18 | -6
COc1c(C)cc(C(O)c2ncc(-c3ccc(C(F)(F)F)cc3)[nH]2)cc1C (centres undefined) | -1 | 0.4 | 5 | 8 | 0 | -4 | 1 | 0 | -6
CCN(C(=O)CN1CCN(c2ccccc2O)CC1)c1c(N)n(Cc2ccccc2)c(=O)[nH]c1=O | 0 | 0.4 | 15 | -4 | -3 | 8 | 0 | 14 | 17
CCCC1(C(=O)OCC)NC(c2ccc(N(C)C)cc2)C2C(=O)N(c3ccc4c(c3)OCCO4)C(=O)C21 (centres undefined) | 7 | 1.7 | 2 | -9 | -3 | -1 | 6 | 10 | -5
O=C(c1ccc(Br)o1)N1N=C(c2ccc(Cl)cc2)CC1c1ccco1 (centres undefined) | -1 | 0.1 | -5 | 1 | -1 | -3 | -1 | 4 | -13
C/C(=N/Nc1nc(-c2ccccc2F)nc2ccccc12)c1ccccc1O | 7 | 1.6 | 5 | -2 | -1 | -13 | 1 | 12 | -8
CCCOc1ccc(CSC(CC(=O)O)C(=O)O)cc1 (centres undefined) | 6 | 0.9 | 5 | 9 | -6 | -3 | 1 | 26 | -14
C=C1C(=O)O[C@H]2C[C@]3(C)C([C@@H](OC(=O)/C(C)=C/C)[C@H]12)[C@](C)(O)CC[C@H]3O (some centres undefined) | 4 | 0.3 | 8 | -3 | -3 | -2 | -1 | -20 | -13
CN(CC(=O)NCCc1ccc(S(N)(=O)=O)cc1)CC(=O)Nc1ccccc1C(F)(F)F | 2 | 1.4 | -4 | 12 | -2 | 12 | 2 | 21 | -18
Cn1nc(C(=O)N2CCCC2)c2ccccc2c1=O | 5 | 0.5 | 4 | 3 | 0 | 3 | 0 | 0 | 7
O=C(NCCN1CCOCC1)C(=O)NCC1OCCN1S(=O)(=O)c1ccc(Cl)cc1 (centres undefined) | 9 | -0.2 | 8 | -4 | 0 | -2 | 0 | -13 | 0
Cc1ccccc1Nc1nc(N)nc(COC(=O)CCC(=O)c2ccc(F)cc2)n1 | 12 | 11 | -24 | -19 | 1 | -4 | 14 | -9 | -16
Cc1noc2ncnc(Oc3ccc(C(C)(C)C)cc3)c12 | -2 | 0.0 | 6 | 1 | -1 | -8 | -1 | 4 | -14
O=c1[nH]c(/C=C\c2cccc(Cl)c2)nc(O)c1[N+](=O)[O-] | 5 | -0.6 | -5 | -8 | -3 | 3 | 1 | -10 | 9
Cc1ccc(S(=O)(=O)Oc2ccc(/C=N/NC(=O)c3cccnc3)cc2)cc1 | 6 | 3.7 | 4 | -11 | 3 | -5 | 4 | 5 | 3
Cc1ccc(-c2nnc(SCC(=O)NC3CCCC3)n2N)cc1 | -6 | -0.3 | -7 | 9 | 0 | 3 | -2 | 17 | -19
Cc1cc(C)cc(N(CCC(=O)O)S(=O)(=O)c2ccc(Cl)cc2)c1 | -10 | 1.1 | 36* | 7 | 1 | -3 | -1 | 23 | -15
CC(SC(C)C(=O)NN=Cc1cccc(F)c1)C(=O)NN=Cc1cccc(F)c1 (centres undefined) | -1 | 0.1 | 4 | 3 | -1 | 10 | 0 | 14 | -11
CS(=O)(=O)c1ccc(Cl)c(C(=O)NCC2CCCCC2)c1 | 8 | 2.7 | -5 | -3 | -3 | -2 | 0 | 14 | -5
Cc1ccc(S(=O)(=O)N(Cc2cccc([N+](=O)[O-])c2)C(=O)N2CCN(C)CC2)cc1 | -6 | 1.9 | -23 | 2 | 1 | 12 | 0 | 21 | -5
CCOC(=O)c1cn(CC2CC2)c2cc(F)c(F)cc2c1=O | -10 | 0.0 | -6 | 4 | -2 | 5 | 0 | 0 | -1
COCCN(C(C)=O)c1nnc(-c2ccccn2)s1 | -1 | 0.8 | -3 | 4 | -2 | 6 | 1 | 1 | 1
